Jurkat NFkB inh – inhibitors of induced NF-kB luciferase reporter, primary screen, TCR NF-kB activation inhibitor project, cell-based, luminescence, uHTS; Jurkat, PMA/ionomycin-induced NF-kB luciferase reporter; inhibition, % at 4 µM; 0.53% of 330,000 active
HKDC1 inh – HKDC1 hexokinase inhibitors, primary screen, biochemical, fluorescence, uHTS. recombinant HKDC1, G6PDH/diaphorase resazurin coupled fluorescence. inhibition, % at 20 µM. 0.16% of 340,000 active;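 active = inhibition above about 35% when tested at 20 µM, limit read from the data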;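 note: plate controls were DMSO wells with enzyme for no effect and DMSO wells lacking enzyme for full effect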
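Test system: recombinant HKDC1 (HK5) hexokinase enzyme, produced in-house / Doses: 20 µM test compound, 1% DMSO / Timing: 90 min, room temperature / Detection: G6PDH/diaphorase-coupled fluorescence, 1 mM NADP, 100 µM resazurin, 525/613 nm / Control set: DMSO wells with and without enzyme mix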
UBC13 polyUb – UBC13 polyubiquitin chain formation inhibitors, primary screen, biochemical, TR-FRET, uHTS | 0.47% of 330,000 active | AID 485273, 2010 | inhibition, % at 20 µM | Ubiquitin-conjugating enzyme E2 N (Homo sapiens), P61088; in the data active = inhibition above about 45%, passing the limit was not always enough
Target sequence (P61088 whole entry, looked up): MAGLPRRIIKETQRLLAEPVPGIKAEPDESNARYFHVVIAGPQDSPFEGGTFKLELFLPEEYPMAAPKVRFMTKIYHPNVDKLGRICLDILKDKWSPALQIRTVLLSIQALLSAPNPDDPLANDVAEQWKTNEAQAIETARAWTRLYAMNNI
Gli-Sufu antag – Gli-Sufu pathway antagonists, primary screen, luciferase luminescence, Sufu-KO-LIGHT cells, uHTS | 0.74% of 340,000 active | inhibition, % at 5 µM | Sufu-KO-LIGHT fibroblasts, Gli luciferase reporter luminescence;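 active = inhibition above about 55%, limit read from the data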;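 note: 0% = DMSO-treated cells and 100% = wells with medium but no cells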
Apaf-1 inh – inhibitors of human Apaf-1 apoptosome, primary screen, biochemical, DEVD-Rh110 fluorescence, uHTS. Apoptotic protease-activating factor 1 (Homo sapiens), O14727. reconstituted apoptosome caspase-3 activity. inhibition, % at 20 µM. 0.71% of 330,000 active. AID 489030, 2010; active = inhibition of at least 40% at 20 µM;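 note: plate controls were DMSO wells for no effect and DEVD-CHO caspase inhibitor wells for full effect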
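Material: biochemical Apaf-1 apoptosome reconstitution. Medium: Hepes buffer, pH 7.5. Also added: cytochrome c activation, bis-DEVD rhodamine 110 substrate. Timing: 30 min compound preincubation, 50 min activation, room temperature. Measured by: rhodamine 110 fluorescence at Ex 480/Em 540 nm.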
SENP7 inh – SENP7 protease inhibitors, primary screen, biochemical, luminescence, uHTS; Sentrin-specific protease 7 (Homo sapiens), Q9BQF6; recombinant SENP7, Z-RLRGG-aminoluciferin luminescence, 40 min; inhibition, % at 5 µM; 1.5% of 330,000 active; AID 434973, 2010;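 active = inhibition above about 50% at the single test dose, limit read from the data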;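 note: plate controls were DMSO with enzyme for no effect and no enzyme buffer wells for full effect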
Target sequence (Q9BQF6 706-1050 limits assumed): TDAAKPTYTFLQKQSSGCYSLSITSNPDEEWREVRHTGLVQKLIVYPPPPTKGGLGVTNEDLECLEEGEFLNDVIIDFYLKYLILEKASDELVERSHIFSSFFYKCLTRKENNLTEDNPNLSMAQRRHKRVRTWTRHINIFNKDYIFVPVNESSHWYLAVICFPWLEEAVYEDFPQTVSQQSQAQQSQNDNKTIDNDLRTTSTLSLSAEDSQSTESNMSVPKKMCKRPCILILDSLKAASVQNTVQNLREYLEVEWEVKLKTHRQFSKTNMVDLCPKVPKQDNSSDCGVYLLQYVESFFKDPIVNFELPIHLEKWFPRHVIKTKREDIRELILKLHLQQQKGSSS
697 NFkB inh – inhibitors of PMA/ionomycin-induced NF-kB reporter, 697 cells, primary screen, B-cell NF-kB inhibitor project, cell-based, luminescence, uHTS | inhibition, % at 4 µM | 697 B-cell NF-kB luciferase reporter, 16 h | 0.33% of 330,000 active | AID 435022, 2010; in the data active = inhibition above about 35%
SENP8 inh – SENP8 protease inhibitors, primary screen, biochemical, luminescence | inhibition, % at 10 µM | purified SENP8, Z-RLRGG-aminoluciferin cleavage | AID 2540, 2010 | 1.2% of 330,000 active | Sentrin-specific protease 8 (Homo sapiens), Q96LD8
Target sequence (Q96LD8 whole entry, looked up): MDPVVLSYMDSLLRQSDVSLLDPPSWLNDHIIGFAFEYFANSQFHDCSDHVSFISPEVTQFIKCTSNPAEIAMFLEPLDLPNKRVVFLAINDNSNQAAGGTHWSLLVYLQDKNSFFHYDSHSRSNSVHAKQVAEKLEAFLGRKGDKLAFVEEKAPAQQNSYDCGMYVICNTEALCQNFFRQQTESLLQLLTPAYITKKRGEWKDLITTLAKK
The depositor's hits bear a star; . = no result given. Cut-off read from the data, not from the text of the source, unless noted: active = inhibition above about 50%; inactive = the rest.

no.	SMILES	Apaf-1 inh	Jurkat NFkB inh	697 NFkB inh	Gli-Sufu antag	HKDC1 inh	SENP8 inh	UBC13 polyUb	SENP7 inh
1	CC(C)NC(=O)NNC(=O)c1cc(COc2cc(Cl)cc(Cl)c2)on1	-1	-5	6	5	6	9	3	7
2	Cc1ccc(C(=O)c2cn[nH]c2-c2ccccc2O)cc1	13	-34	-31	-12	-4	-13	-7	0
3	O=C(NC1CCSc2ccccc21)c1ccc(Cl)c(S(=O)(=O)N2CCOCC2)c1 (configuration not stated)	19	1	12	4	-4	3	0	-6
4	Cn1nnnc1SCC(=O)Nc1cc(C(C)(C)C)nn1-c1ccccc1	4	-3	-2	6	5	0	-6	3
5	Cc1ccc(-n2c(SC3CCOC3=O)nc3ccccc3c2=O)cc1 (configuration not stated)	-6	2	13	.	.	4	1	5
6	COCCNC(=S)N1CCC(C(=O)c2ccc3c(c2)OCCO3)CC1	-2	-16	-7	-13	-3	1	10	8
7	CN1C(=O)c2ccc(C(=O)Nc3nccs3)cc2C1=O	0	15	14	-7	-3	-5	-4	8
8	Cc1ccc2[nH]c(C(=O)N/N=C/c3ccccc3O)c(C)c2c1	-4	27	-32	11	-1	0	3	-10
9	CN(c1ccccc1)c1nc(N)c([N+](=O)[O-])c(Nc2cccc(F)c2)n1	25	-11	-20	10	1	1	-3	5
10	Cc1cccn2c(=O)c3cc(C(=O)N4CCOCC4)n(C)c3nc12	8	-5	6	-1	-5	11	-5	-1
11	COc1cc2c(cc1OC)C(C)N(C(=S)Nc1ccccc1)CC2 (configuration not stated)	-11	-12	-4	14	-12	3	8	-6
12	CN(Cc1ccc(F)cc1)C(=O)c1cc(COc2ccc(F)cc2F)on1	-1	13	9	-8	-2	6	14	4
13	CCOC(=O)c1cnc2nc(NCc3ccc(OC)c(OC)c3)[nH]n2c1=O	4	-10	2	-2	-4	-9	1	10
14	CCCCOc1ccc(C(=O)N2CCN(c3ccc(N4CCOCC4)nn3)CC2)cc1	13	1	2	-4	-1	0	8	0
15	Cc1cc(C(=O)Nc2ccccc2Cl)n(-c2ccccc2)n1	5	6	0	1	0	7	0	0
16	CN(C)c1ccc(NS(=O)(=O)c2ccc(-c3csnn3)cc2)cc1	-4	17	1	-21	3	0	7	10
17	COc1ccc(OC)c(/C=C/C(=O)c2ccc3c(c2)OCCO3)c1	5	0	-3	3	5	-25	3	-9
18	CCCCN(CCCC)CC(O)COc1ccccc1Br (configuration not stated)	-2	11	11	26	-7	2	10	8
19	CN(C)C(=O)c1ccc(=O)n(Cc2ccc(Cl)cc2Cl)c1	-2	9	3	6	-4	-4	7	-3
20	COc1ccc(C(=O)Nc2ccc(C3CC3(Cl)Cl)cc2)cc1 (configuration not stated)	6	-78	-90	-64	1	-12	2	0

The results go on.
no.	SMILES	Apaf-1 inh	Jurkat NFkB inh	697 NFkB inh	Gli-Sufu antag	HKDC1 inh	SENP8 inh	UBC13 polyUb	SENP7 inh
21	O=C(c1cccc(F)c1)N1CCCN(C(=O)c2cccc(F)c2)CC1	-15	-20	3	2	-14	-4	2	0
22	COc1ccccc1OCC(=O)Nc1cc(Cl)ccc1Oc1ccccc1	0	1	15	12	-5	-5	-5	-3
23	COc1ccc(C2C(C(N)=O)=C(C)Nc3nc(CCCO)nn32)cc1OC (configuration not stated)	3	-16	13	-5	2	-3	6	1
24	O=c1cc(-c2cccc3ccccc23)[nH][nH]1	10	5	14	1	-6	9	0	0
25	Cc1ccc(OCC(=O)Nc2ccccc2-c2ccccc2NC(=O)COc2ccc(C)cc2)cc1	12	9	17	5	-5	-1	-3	12
26	CC1(C)CC(=O)C2=C(C1)OC1=C(C(=O)CC(C)(C)C1)C2c1cc([N+](=O)[O-])cc([N+](=O)[O-])c1O	7	-8	4	-2	13	-8	-31	0
27	O=C1C(c2ccnc3ccccc23)=C(O)c2ccccc21	-7	1	-338	-6	8	39	-14	97*
28	COc1ccc(OC)c2sc(NC(=O)c3ccc(Br)s3)nc12	-1	4	23	4	-1	7	5	-5
29	C[C@@H](C(=O)Nc1ccc2ccccc2c1)[C@@H]1C[C@@]1(C)[C@@H](NC(=O)c1cccnc1)c1ccccc1	14	9	19	10	1	13	-2	-4
30	CCC1(c2ccccc2)NC(=O)N(CC(=O)N(C)Cc2c(F)cccc2Cl)C1=O (configuration not stated)	9	7	8	12	-7	3	-4	-3
31	Cc1ccc2oc(=S)n(C)c2c1	-8	-6	12	-11	-5	-6	0	4
32	Oc1ccc(C2=Nn3c(nnc3-c3ccco3)SC2)cc1O	12	37	-42	-6	2	-5	11	8
33	COc1ccc(CNC(=O)C(C)Sc2ccc(C)cc2)cc1 (configuration not stated)	-2	-2	4	-12	0	-2	-5	-8
34	Cc1cccnc1NC1(C(F)(F)F)N=C2SCCN2C1=O (configuration not stated)	-9	-8	-4	29	0	-3	6	-7
35	O=C(NC1CC2CCCC(C1)N2C(=O)Nc1ccccc1F)C1CC1 (configuration not stated)	9	0	19	0	-8	-3	-1	3
36	C/C(=N\NC(=O)c1ccccc1Br)c1ccc(N2CCOCC2)cc1	-13	-1	-1	-25	-1	1	-2	9
37	COC(=O)c1sc2ccccc2c1-n1cccc1C(=O)C(=O)Nc1ccc(OC)cc1	4	-8	14	3	7	2	-8	4
38	COc1cc(/C=C2\SC(=O)NC2=O)ccc1Oc1cnccn1	-6	-1	-8	-1	-8	-7	-2	-6
39	COc1cccc(C(C(=O)NC(C)(C)C)N(Cc2ccc(F)cc2)C(=O)CCC(=O)Nc2cc(C)on2)c1OC (configuration not stated)	18	-13	4	-29	-3	-5	3	3
40	COc1cccc(NC(=O)CN(C)S(=O)(=O)c2ccc3c(c2)NC(=O)CS3)c1	0	-24	-53	-3	-6	-7	-6	-15

Remaining list, next part.
no.	SMILES	Apaf-1 inh	Jurkat NFkB inh	697 NFkB inh	Gli-Sufu antag	HKDC1 inh	SENP8 inh	UBC13 polyUb	SENP7 inh
41	COC(=O)/C(=C\c1c[nH]c2ccccc12)NC(C)=O	-1	4	-19	8	-9	-2	-16	-7
42	COc1cc(/C=C2/SC(=S)N(C)C2=O)ccc1OC(=O)c1ccco1	27	-11	-10	34	-2	28	-31	66*
43	CN(C)C(CNC(=O)CNC(=O)c1ccc(Br)cc1)c1ccccc1 (configuration not stated)	-7	3	13	3	-9	-1	3	1
44	CC(=O)OC(COc1ccccc1)Cn1cnc2ccccc21 (configuration not stated)	-7	-9	-5	-1	-5	2	4	-3
45	N=c1n(CCN2CCCCC2)c2ccccc2n1CC(O)c1ccc(Cl)c(Cl)c1 (configuration not stated)	9	16	6	7	-8	7	22	5
46	CCN1C(=O)CS/C1=N\S(=O)(=O)c1ccccc1	7	-13	10	2	-7	0	0	4
47	COc1ccc(C(CCNCc2ccc(OC(C)C)cc2)c2ccccc2OC)cc1 (configuration not stated)	25	-5	-1	8	4	-11	25	-5
48	Cc1ccc(NC(=O)C2CCN(c3cnccn3)CC2)cc1	-8	-1	8	3	-7	1	8	3
49	Oc1csc(Cc2nc(-c3ccc(-c4ccccc4)cc3)cs2)n1	-3	-57	-75	-18	2	-5	-2	-6
50	CC(C)[C@H](N)c1nnc(SCc2ccc(Cl)cc2)o1	4	-7	-11	3	1	-15	-6	-9
51	CCOC(=O)c1ccc(CNS(=O)(=O)c2c(C)ccc3nsnc23)o1	2	8	14	-4	-6	-4	-15	6
52	COc1ccc(OC)c(S(=O)(=O)NCc2cccnc2)c1	-9	10	8	8	-1	1	9	-1
53	COc1cc(S(=O)(=O)NC2CCCCC2C)ccc1Cl (configuration not stated)	2	5	-3	1	-2	-4	10	1
54	Cc1ccc2c(c1)N(CC(=O)OC(CC(C)C)C(=O)NC1CCCC1)C(=O)CO2 (configuration not stated)	-12	1	12	16	-10	2	0	6
55	O=C(CCCc1ccccc1)Nc1cccc(C(=O)O)c1	4	40	-22	-52	-1	82*	-3	93*
56	Cc1c(C(=O)OCC(=O)c2c(N)n(CC(C)C)c(=O)n(C)c2=O)oc2ccccc12	9	18	-23	27	4	2	0	-8
57	O=C(O)CC1S/C(=N/N=C/c2ccc(Br)cc2)N(c2ccccc2)C1=O (configuration not stated)	7	-12	-11	6	-9	3	-10	3
58	O=C(c1cccc(F)c1)N1CCN(c2cccc(Cl)c2)CC1	8	43	-29	23	1	5	6	13
59	O=C(NCc1nnc(SCc2ccc(C(F)(F)F)cc2)n1-c1ccccc1)C12CC3CC(CC(C3)C1)C2	32	3	1	16	-6	-3	8	0
60	COc1cc(S(=O)(=O)NC2CCCCC2C)ccc1-n1cnnn1 (configuration not stated)	4	6	-17	32	10	-3	-1	-2

Remaining list, next part:
no.	SMILES	Apaf-1 inh	Jurkat NFkB inh	697 NFkB inh	Gli-Sufu antag	HKDC1 inh	SENP8 inh	UBC13 polyUb	SENP7 inh
61	CCOC(=O)c1ccc(Oc2nc(NC)nc(Nc3ccccc3)n2)cc1	21	-20	11	0	18	7	0	6
62	C/C(=N\OCC(=O)Nc1ccc(F)c(F)c1F)c1cc2ccccc2o1	5	-10	13	-1	5	-1	12	5
63	O=C(Nc1ccccc1)C1CCCN1S(=O)(=O)c1cccs1 (configuration not stated)	2	4	26	-4	3	-5	2	4
64	CCNc1nc2cccnc2s1	-5	-10	-4	2	-3	-11	-2	11
65	CCOC(=O)CN(C(=O)c1snc(C(N)=O)c1N)C(C(=O)NC1CCCCC1)c1ccc(F)cc1 (configuration not stated)	2	-3	14	0	0	-2	0	4
66	COC(=O)CSc1cccc2c1C(=O)CC2c1ccccc1 (configuration not stated)	10	-4	17	-3	6	-24	1	6
67	CCOC(=O)C1CCCN(C(=O)c2ccco2)C1 (configuration not stated)	-6	4	4	10	-5	-2	1	-1
68	COc1ccc(Cn2c(CCC(=O)Nc3ccc(C)cc3)nc3cccnc32)cc1	15	-5	-60	5	3	1	-15	-1
69	O=C(N/N=C/C1CC2C=CC1C2)c1ccccc1O (configuration not stated)	0	-7	0	-3	-3	-7	-12	-3
70	O=C(NCc1cc(F)cc(C(F)(F)F)c1)C1CCC(=O)N(C2CCCC2)C1 (configuration not stated)	-12	-8	5	1	-4	1	1	3

Part of the list above in order of molecular weight, high to low:
no.	SMILES	Apaf-1 inh	Jurkat NFkB inh	697 NFkB inh	Gli-Sufu antag	HKDC1 inh	SENP8 inh	UBC13 polyUb	SENP7 inh
59	O=C(NCc1nnc(SCc2ccc(C(F)(F)F)cc2)n1-c1ccccc1)C12CC3CC(CC(C3)C1)C2	32	3	1	16	-6	-3	8	0
68	COc1ccc(Cn2c(CCC(=O)Nc3ccc(C)cc3)nc3cccnc32)cc1	15	-5	-60	5	3	1	-15	-1
70	O=C(NCc1cc(F)cc(C(F)(F)F)c1)C1CCC(=O)N(C2CCCC2)C1 (configuration not stated)	-12	-8	5	1	-4	1	1	3
61	CCOC(=O)c1ccc(Oc2nc(NC)nc(Nc3ccccc3)n2)cc1	21	-20	11	0	18	7	0	6
62	C/C(=N\OCC(=O)Nc1ccc(F)c(F)c1F)c1cc2ccccc2o1	5	-10	13	-1	5	-1	12	5
60	COc1cc(S(=O)(=O)NC2CCCCC2C)ccc1-n1cnnn1 (configuration not stated)	4	6	-17	32	10	-3	-1	-2
63	O=C(Nc1ccccc1)C1CCCN1S(=O)(=O)c1cccs1 (configuration not stated)	2	4	26	-4	3	-5	2	4
58	O=C(c1cccc(F)c1)N1CCN(c2cccc(Cl)c2)CC1	8	43	-29	23	1	5	6	13
66	COC(=O)CSc1cccc2c1C(=O)CC2c1ccccc1 (configuration not stated)	10	-4	17	-3	6	-24	1	6
67	CCOC(=O)C1CCCN(C(=O)c2ccco2)C1 (configuration not stated)	-6	4	4	10	-5	-2	1	-1

Screens deposited in PubChem BioAssay by Sanford-Burnham Center for Chemical Genomics.
